# USP1 inh = USP1/UAF1 (human) deubiquitinase inhibition. recombinant USP1/UAF1, Ub-Rhodamine cleavage fluorescence. 0.23% of 390,000 active. Potency, µM (top dose mostly 57.1 µM), without a hit: at the top dose activity change, negative = inhibition, hits mostly inhibitors; also: potency is read from the fitted curve at half-maximal effect; % is scaled to controls: 0 for no effect and ±100 for the full control effect; nearly all actives have a fitted effect of over 60% in size; inactives centre near -12
# Target sequence (O94782 whole entry, looked up): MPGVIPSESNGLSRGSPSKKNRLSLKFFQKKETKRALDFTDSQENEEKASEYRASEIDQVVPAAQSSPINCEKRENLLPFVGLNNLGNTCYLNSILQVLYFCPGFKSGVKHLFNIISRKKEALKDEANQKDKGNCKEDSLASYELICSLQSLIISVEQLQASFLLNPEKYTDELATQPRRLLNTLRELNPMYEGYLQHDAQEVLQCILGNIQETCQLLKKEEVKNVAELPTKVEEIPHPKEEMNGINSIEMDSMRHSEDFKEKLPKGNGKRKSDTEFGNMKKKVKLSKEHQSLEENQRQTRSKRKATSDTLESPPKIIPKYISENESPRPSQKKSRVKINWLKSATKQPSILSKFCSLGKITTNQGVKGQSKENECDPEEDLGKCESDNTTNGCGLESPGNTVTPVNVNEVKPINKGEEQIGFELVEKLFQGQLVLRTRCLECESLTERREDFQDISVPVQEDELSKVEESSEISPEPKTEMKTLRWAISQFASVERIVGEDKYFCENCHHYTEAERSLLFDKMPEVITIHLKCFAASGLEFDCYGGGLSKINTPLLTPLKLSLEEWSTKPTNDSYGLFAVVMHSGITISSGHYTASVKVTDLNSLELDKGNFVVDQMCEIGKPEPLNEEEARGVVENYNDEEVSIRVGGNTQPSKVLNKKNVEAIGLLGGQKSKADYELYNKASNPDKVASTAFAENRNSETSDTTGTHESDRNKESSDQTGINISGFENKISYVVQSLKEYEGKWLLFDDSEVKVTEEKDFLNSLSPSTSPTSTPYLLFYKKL
#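 USP1/UAF1 complex at 1 nM was preincubated with compound for 15 min at room temperature, then Ub-Rho substrate (150nM final) was added. Fluorescence (480/540 nm) was read kinetically, 6 reads every 60 seconds.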
# TRHR ag = activates the human TRH receptor; P34981; 0.18% of 360,000 active; AID 493084; TRHR cells, calcium flux fluo-8, FDSS agonist mode; activation, % at 2 µM; in the data active = activation above about 30%; also: 0% is about no effect
#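 Fluo-8-loaded TRHR cells; 10 s baseline, compound added, kinetic Ca2+ fluorescence read 1/s, agonist mode.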
# D2 antagonist = antagonists of human D2 dopamine receptor; P14416; HEK293 TREx D2 cells, calcium flux, dopamine EC80; inhibition, % at 10 µM; 2% of 340,000 active; in the data active = inhibition above about 30%; also: 0% is about no effect
#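 Inhibition of EC80 dopamine-driven calcium flux, recorded kinetically, defines activity here; cells are a tetracycline-induced HEK293 T-REx line expressing force-coupled D2.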
# PI4K2A inh = inhibitors of human PI4K2A. Q9BTU6. purified PI4K2A, ADP-Glo luminescence, 1 h; stronger effect = lower value. activity change, negative = inhibition, % at 76.9 µM. 0.13% of 420,000 active; in the data active = activity change below about -50%; inconclusive = mostly about -30% to -49%;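 also: -100% = wells without enzyme as full effect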
#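 PI4K2A activity was measured by ADP-Glo luminescence: enzyme (4 ug/mL stock) and phosphatidylinositol (1.2 mM stock) in Tris pH 7.5/MgCl2/EGTA/Triton X-100 buffer were reacted with ATP (300 microM stock) for one hour at ambient temperature.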
# TrxR1 substrate = substrates of rat thioredoxin reductase 1. 0.01% of 390,000 active. purified TrxR1 substrate turnover, NADPH consumption readout. Potency, µM (titrated, usually from 114 µM), for inactives: at the highest dose activity change, negative = substrate turnover; also: potency is read from the fitted curve at half-maximal effect; % is scaled to controls: 0 for no effect and ±100 for the full control effect; nearly all actives have a fitted effect of over 50% in size
#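 Rat TrxR1, dispensed at 90 nM, was prereduced with 400 uM NADPH (final) for 5 min at ~22 deg C, then incubated with compound 15 min before 400 uM selenite. A first-read NADPH fluorescence drop versus no-compound background flagged substrates.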
# IDH1 R132H inh = human IDH1 R132H inhibition. IDH1-R132H enzyme, NADPH consumption, diaphorase/resazurin fluorescence. Potency, µM (series often up to 76.6 µM), for the others: at the highest dose activity change, negative = inhibition, most hits filed as inhibitors. 0.093% of 390,000 active. AID 602179; also: potency is read from the fitted curve at half-maximal effect; % is scaled to controls: 0 for no effect and ±100 for the full control effect; nearly all actives have a fitted effect of over 65% in size
#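 IDH1-R132H (0.5 ug/mL dispensed) in pH 7.5 Tris buffer was preincubated 30 min with compound, then given a substrate mix of 0.016 mM NADPH and 2 mM alpha-KG for 80 min at room temperature; remaining NADPH was read by diaphorase/resazurin fluorescence.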
# rTrxR1 inhibitor = inhibitors of rat thioredoxin reductase 1 | Potency, µM (series often up to 114 µM), inactives show at the top dose activity change, negative = inhibition, hits mostly inhibitors | O89049 | AID 588453 | 1% of 390,000 active | recombinant rTrxR1, NADPH fluorescence consumption, selenite substrate; also: potency is read from the fitted curve at half-maximal effect; % is scaled to controls: 0 for no effect and ±100 for the full control effect; nearly all actives have a fitted effect of over 65% in size
#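 Rat TrxR1 (90 nM in the dispensed reagent) was pre-reduced with 400 uM NADPH for 5 min at room temperature, then incubated with compound for 15 min. After 400 uM selenite was added, NADPH fluorescence (Ex 340/Em 450 nm) was followed for 8 min.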
# TRHR enhancer = TRH receptor (human) allosteric enhancement; AID 493056; 0.66% of 360,000 active; TRHR cells, fluo-8 calcium fluorescence, EC20 TRH enhancement; enhancement, % at 2 µM; in the data active = enhancement above about 30%; also: 0% is about no effect
#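 TRHR-expressing cells loaded with fluo-8 calcium dye were read kinetically (ex 480/em 530) during compound addition, then stimulated with an EC20 of TRH (10 nM final). Enhancement of the Gq-mediated intracellular calcium response was scored.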
# D2 agonist = agonists of human D2 dopamine receptor | 0.53% of 340,000 active | P14416 | HEK293 T-REx D2 cells, calcium flux agonist mode | AID 485358 | activation, % at 2 µM;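 active = activation over 3 SD above normal in the single-dose calcium agonist read, cut at about 30% in these data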; also: 0% is about no effect
#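 Agonism is scored from calcium flux in a force-coupled, inducible HEK293 cell line expressing D2, read kinetically for 180 s after compound addition against dopamine controls.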
# * marks the source's active call; other numbers are inactive results; ? = inconclusive; . = not tested or not shown; [ ] = remark or other dose. Unless noted, calls follow the shape of the dose curve; as a rule, active = well fitted inhibition curve with a large enough effect; inconclusive = small, poorly fitted or top-dose-only effect; inactive = no such curve, though single readings can be large or run the other way.
SMILES,USP1 inh,TRHR ag,D2 antagonist,PI4K2A inh,TrxR1 substrate,IDH1 R132H inh,rTrxR1 inhibitor,TRHR enhancer,D2 agonist
O=C(CSc1ncnc2c1cnn2-c1ccccc1)NC1CCCC1,1%,0.0,23,2,1%,4%,-9%,-22,-0.5
COC(=O)c1cc2c(s1)-c1ccccc1OC2,-21%,-0.7,2,-5,359%[activator][57.1 µM],6%,84%[activator][57.1 µM],-6,0.4
O=C(O)CCSC(=S)N1CCOCC1,-23%,-0.6,-1,2,8%,-11%,42%[activator],-7,-0.1
COc1cc(NS(=O)(=O)c2ccc(NC(=O)c3cccs3)cc2)nc(OC)n1,-17%,-0.1,.,1,12%[57.1 µM],2%,31%[57.1 µM],4,.
N#Cc1nc(COc2ccc(F)cc2)oc1N1CCC(Cc2ccccc2)CC1,-11%,-0.3,-5,2,-2%,-5%,24%,2,-1.1
NS(=O)(=O)c1ccc(N=Nc2ccc(=O)[nH]c2O)cc1,?,-1.4,-12,-10,0%[57.1 µM],12%,-48%,-1,-1.2
CCCNC(=O)COc1nc2ccccc2nc1N1CCOCC1,1%,0.1,-1,-3,-6%,0%,-4%,5,0.1
COc1ccccc1N1CCN(CC(O)COc2ccc(C)cc2C)CC1 (configuration not stated),-11%,-0.4,76*,-4,-1%,-6%,18%,1,29
O=C(COC(=O)c1n[nH]c(=O)c2ccccc12)Nc1cccc(S(=O)(=O)N2CCOCC2)c1,-9%,.,.,-4,1%,-19%,20%,.,.
CC(C)c1ccc2c(c1)C(=O)NC(C)(C)C2,-21%,0.3,-9,1,5%[57.1 µM],8%,1%[57.1 µM],2,0.4
COc1ccc(N2CCN(C(=O)CSc3nc4c(c(=O)n(C)c(=O)n4C)n3C(C)C)CC2)cc1,-4%,0.0,-31,1,12%,0%,23%,3,1.4
O=c1c2c(c(-c3ccccc3)nn1Cc1ccccc1)CCCC2,-11%,-0.4,9,9,-5%,18%,11%,-10,-0.8
O=C(NCCNC(=O)c1ccccc1[N+](=O)[O-])c1ccccc1[N+](=O)[O-],8%,.,.,-2,0%[57.1 µM],-4%,-7%[57.1 µM],.,.
COC(=O)c1ncn(C2OC(COC(C)=O)C(OC(C)=O)C2OC(C)=O)n1 (configuration not stated),-1%,0.2,-8,2,-1%,4%,5%,5,0.2
OC(CN1CCN(c2ccccc2Cl)CC1)c1ccccc1 (configuration not stated),0%,0.0,86*,7,5%,11%,25%,-5,6.7
O=C(O)CSCc1c(F)cccc1Cl,-5%,0.1,10,1,-5%,-9%,5%,-4,0.4
C[n+]1cnn2c1SCC1(COC1)C2,0%,0.2,2,3,0%[57.1 µM],-6%,-7%[57.1 µM],0,0.3
O=C(O)CC(C(=O)OCC1CCCO1)N1CCOCC1 (configuration not stated),-5%,-0.2,-4,4,3%,11%,4%,-2,.
CC12CN3CCN(CC(C3)/C1=N\NC(=O)Nc1cccc(Cl)c1)C2,-15%,0.4,.,2,2%[57.1 µM],11%,8%[57.1 µM],4,.
COc1ccccc1C(=O)NCC(=O)NC1CCCc2ccccc21 (configuration not stated),-11%,-0.8,-18,3,-1%[57.1 µM],1%,9%[57.1 µM],3,0.9

# Some of the entries above, reformatted.
SMILES	USP1 inh	TRHR ag	D2 antagonist	PI4K2A inh	TrxR1 substrate	IDH1 R132H inh	rTrxR1 inhibitor	TRHR enhancer	D2 agonist
COc1ccccc1N1CCN(CC(O)COc2ccc(C)cc2C)CC1 (configuration not stated)	-11%	-0.4	76*	-4	-1%	-6%	18%	1	29
O=C(COC(=O)c1n[nH]c(=O)c2ccccc12)Nc1cccc(S(=O)(=O)N2CCOCC2)c1	-9%	.	.	-4	1%	-19%	20%	.	.
CC(C)c1ccc2c(c1)C(=O)NC(C)(C)C2	-21%	0.3	-9	1	5%[57.1 µM]	8%	1%[57.1 µM]	2	0.4
COc1ccc(N2CCN(C(=O)CSc3nc4c(c(=O)n(C)c(=O)n4C)n3C(C)C)CC2)cc1	-4%	0.0	-31	1	12%	0%	23%	3	1.4
O=c1c2c(c(-c3ccccc3)nn1Cc1ccccc1)CCCC2	-11%	-0.4	9	9	-5%	18%	11%	-10	-0.8
O=C(NCCNC(=O)c1ccccc1[N+](=O)[O-])c1ccccc1[N+](=O)[O-]	8%	.	.	-2	0%[57.1 µM]	-4%	-7%[57.1 µM]	.	.
COC(=O)c1ncn(C2OC(COC(C)=O)C(OC(C)=O)C2OC(C)=O)n1 (configuration not stated)	-1%	0.2	-8	2	-1%	4%	5%	5	0.2
OC(CN1CCN(c2ccccc2Cl)CC1)c1ccccc1 (configuration not stated)	0%	0.0	86*	7	5%	11%	25%	-5	6.7
O=C(O)CSCc1c(F)cccc1Cl	-5%	0.1	10	1	-5%	-9%	5%	-4	0.4
C[n+]1cnn2c1SCC1(COC1)C2	0%	0.2	2	3	0%[57.1 µM]	-6%	-7%[57.1 µM]	0	0.3
O=C(O)CC(C(=O)OCC1CCCO1)N1CCOCC1 (configuration not stated)	-5%	-0.2	-4	4	3%	11%	4%	-2	.
CC12CN3CCN(CC(C3)/C1=N\NC(=O)Nc1cccc(Cl)c1)C2	-15%	0.4	.	2	2%[57.1 µM]	11%	8%[57.1 µM]	4	.
COc1ccccc1C(=O)NCC(=O)NC1CCCc2ccccc21 (configuration not stated)	-11%	-0.8	-18	3	-1%[57.1 µM]	1%	9%[57.1 µM]	3	0.9

# Additional results:
SMILES,USP1 inh,TRHR ag,D2 antagonist,PI4K2A inh,TrxR1 substrate,IDH1 R132H inh,rTrxR1 inhibitor,TRHR enhancer,D2 agonist
c1csc(C2CCCN2c2nc3nonc3nc2NC2CC2)n1 (configuration not stated),-20%,0.2,-11,-4,-1%[57.1 µM],3%,3%[57.1 µM],7,1.1
C#CCOc1ccc(C2C3=C(COC3=O)Nc3cc4c(cc32)OCO4)cc1OC (configuration not stated),-10%,0.3,.,0,19%,15%,14%[57.1 µM],1,.
COc1ccc(/C=C(\NC(=O)c2ccc(Cl)cc2)C(=O)NCCCn2ccnc2)cc1OC,-10%,-0.3,11,-5,6%,1%,38%,4,-0.1
O=C(NCCc1ccccc1F)C1CCC(=O)N(Cc2ccc(Cl)cc2)C1 (configuration not stated),-7%,-0.3,6,-1,-1%,0%,18%,2,-0.3
CCN(C(=O)C1CCCN(S(=O)(=O)c2c(C)noc2/C=C/N(C)C)C1)c1cccc(C)c1 (configuration not stated),-20%,-0.5,.,1,-14%,-16%,-13%,1,0.2
Cn1c(-c2ccc(F)cc2)cnc1SCC(=O)NNC(=O)Cc1ccccc1,-11%,0.1,3,-12,10%,-14%,23%,-12,1.1
CC(=O)OC(C)(C)C#CCN1CCCC1,-17%,0.7,-5,-2,9%,5%,11%,2,0.1
c1ccc(OCCSc2nc3ccccc3o2)cc1,-1%,-0.3,-15,1,4%,2%,23%,0,0.1
COc1ccc(C)cc1NC(=O)CSc1nnc(-c2ccco2)n1N,0%,-0.7,22,10,-8%,-2%,-14%,9,0.5
COc1ccccc1CNC(=O)CN1C(=O)NC(Cc2ccccc2)(c2ccccc2)C1=O (configuration not stated),-4%,.,.,0,-11%,0%,-12%,.,.
CC(=O)N1CCc2c(sc3c2c(=O)n(-c2ccc(C)cc2)c(=O)n3Cc2ccccc2C)C1,-3%,0.9,.,-3,-3%,?,0%,-8,0.5
COc1ccc(O)c(CNc2ccccc2F)c1,-12%,-0.2,15,-1,-4%,-5%,-6%[57.1 µM],-8,-0.7
O=C1CC(SCc2nc3ccccc3[nH]2)C(=O)N1c1ccc(F)cc1 (configuration not stated),-8%,0.2,14,1,-3%,-2%,-1%[57.1 µM],-3,0.2
c1ccc(-c2ccc3nnnn3n2)cc1,-14%,1.1,7,-1,-1%,-6%,12%,-4,0.7
CCCn1c(SCC(=O)Nc2ccccc2OC)nnc1-c1ccco1,-1%,0.5,9,1,5%,9%,-10%,6,2.3
Fc1ccc(-c2cnc3n2CCCCC3)cc1,-20%,0.3,-5,-1,7%,11%,18%,2,-2.5
CCN(CC)CCOC(=O)c1ccc(NC(=O)CCNC(=O)Cn2ccc3ccccc3c2=O)cc1,-20%,-0.2,20,8,1%,1%,11%,2,-0.2
COc1cc(C(=O)NCC2CCCO2)ccc1OCc1ccccc1 (configuration not stated),-3%,-0.2,8,3,-8%,1%,10%,2,-2.3
COCCNC(=O)C(c1ccccc1)N(CCOC)C(=O)Cn1nnc2ccccc21 (configuration not stated),-8%,0.3,-5,4,-8%,8%,-3%,1,-0.2
CCCCn1c(N)c(N(CCC(C)C)C(=O)c2oc3ccc(OCC)cc3c2C)c(=O)[nH]c1=O,-13%,-0.1,1,-1,8%,2%,16%,-8,-0.7
O=C(N/N=C/c1cccc(Br)c1)c1ccc(N2CCCC2=O)cc1,-21%,0.8,17,-3,-13%[57.1 µM],7%,20%[57.1 µM],1,0.0
O=C(NC(=S)Nc1ccccn1)c1ccc(-c2ccccc2)cc1,-17%,0.2,-1,-18,-10%,-10%,-6%,1,-0.3
CCCn1c(C2CCCN2c2nc(-c3cccc(Br)c3)cs2)nc2ccccc21 (configuration not stated),-36%,-0.1,-32,2,-1%[57.1 µM],?,14%[57.1 µM],-8,-0.3
CC(C)C1N=C2c3ccccc3N=C(SCC(=O)c3ccc(O)c(O)c3)N2C1=O (configuration not stated),-14%,-0.4,13,-11,-9%,1%,-19%,-4,0.2
CCN(CC)S(=O)(=O)c1cccc(C(=O)N2CC(O)CC2C(=O)OC)c1 (configuration not stated),-16%,-0.5,3,-4,-16%[57.1 µM],-2%,-9%[57.1 µM],0,-0.6
CC(Oc1ccc2ccc(=O)oc2c1)C(=O)NC1CC(C)(C)NC(C)(C)C1 (configuration not stated),-18%,1.0,9,-7,26%[57.1 µM],20%,20%[57.1 µM],12,-0.9
O=C(Cn1cc(SCc2cccc(F)c2)c2ccccc21)N1CCOCC1,?,-0.1,.,-4,-4%,-8%,26%,-4,0.3
